CIT2-GFP yeast = modulators of CIT2-GFP expression in yeast, primary screen, S. cerevisiae, GFP fusion, multiplex flow cytometry, MLPCN library. S. cerevisiae CIT2-GFP strain, 3 h; 100 means same as DMSO wells. GFP response vs DMSO, % at 10 µM. actives 0.065% (n = 320,000);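 active = GFP response relative to DMSO above a set limit, near the screen mean plus 3 SD, cut at about 150% in these data; inconclusive = Fewer than 70 cells measured for a yeast strain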;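 note: ratio of well median GFP fluorescence to mean of DMSO wells on the plate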
GLD-1 RNA inh = GLD-1/TGE RNA complex disruptors, primary screen, biochemical, fluorescence polarization; inhibition, % at 5.96 µM; Female germline-specific tumor suppressor gld-1 (Caenorhabditis elegans), Q17339; purified GLD-1 + fluorescein TGE RNA; AID 2280, 2010; actives 0.44% (n = 320,000);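 active = percent inhibition above a per-plate cutoff, the plate mean of test compounds plus 3 SD, cut at about 30% in these data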;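 note: 0% = DMSO wells with GLD-1 and probe and 100% = wells lacking GLD-1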
Target sequence (Q17339 whole entry, looked up): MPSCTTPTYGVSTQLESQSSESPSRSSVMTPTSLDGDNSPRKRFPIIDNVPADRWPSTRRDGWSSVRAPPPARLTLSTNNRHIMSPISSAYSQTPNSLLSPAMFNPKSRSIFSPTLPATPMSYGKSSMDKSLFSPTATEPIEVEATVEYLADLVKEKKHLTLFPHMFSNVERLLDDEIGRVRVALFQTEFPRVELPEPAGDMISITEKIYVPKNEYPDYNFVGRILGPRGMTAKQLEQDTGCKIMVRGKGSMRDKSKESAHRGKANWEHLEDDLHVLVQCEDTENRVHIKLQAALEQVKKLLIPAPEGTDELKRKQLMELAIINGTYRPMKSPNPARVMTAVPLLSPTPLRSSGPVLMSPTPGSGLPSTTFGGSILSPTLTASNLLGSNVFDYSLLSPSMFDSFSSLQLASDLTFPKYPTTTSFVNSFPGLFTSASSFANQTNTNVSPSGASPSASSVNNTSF
MEX-5 binding = MEX-5 zinc finger RNA-binding disruptors – biochemical, C. elegans, fluorescence polarization, MLPCN library, primary screen. Zinc finger protein mex-5 (Caenorhabditis elegans), Q9XUB2. MEX-5/FITC-TCR2 RNA binding; active compounds read low. activity score (negative = inhibition of binding), % at 10 µM. actives 0.38% (n = 300,000). AID 1832, 2009;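 active = inhibition past about -25% in most replicates, and total fluorescence under double the plate's negative control median, limit read from the data; inconclusive = replicates evenly split on the limit, or fluorescence at least double controls; inactive = too little inhibition in most replicates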;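 note: 0% = DMSO and -100% = 5 µM competing unlabeled TCR2 RNA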
AGP1 TOR yeast = modulators of AGP1-GFP expression in yeast TOR pathway, primary screen, cell-based, multiplex flow cytometry, S. cerevisiae, MLPCN library | 3 h; GFP as percent of DMSO wells | GFP response vs DMSO, % at 10 µM | actives 0.02% (n = 320,000) | AID 2066, 2009;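 active = GFP response relative to DMSO above a set limit, near screen average plus 3 SD, cut at about 150% in these data; inconclusive = fewer than 70 cells counted for the yeast strain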;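 note: median GFP channel fluorescence of the gated AGP1 strain per well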
VLA-4 inh = inhibition in human VLA-4 binding assay, primary screen, VLA-4 allosteric modulator project, MLPCN library, flow cytometry, VLA-4 expressing cells; Integrin alpha-4 (Homo sapiens), P13612; ligand binding flow cytometry; inhibition, % (about 7 µM as worked out from the volumes in the protocol); actives 0.2% (n = 330,000); AID 2557, 2010; in the data active = inhibition above about 50%
Bcl-xL primary = inhibitors of human Bcl-xL, primary screen, biochemical, fluorescence polarization, HTS; Bcl-2-like protein 1 (Homo sapiens), Q07817; GST-Bcl-xL / FITC-Bim BH3 peptide fluorescence polarization; inhibition, % at 10.9 µM; actives 0.7% (n = 320,000); AID 2129, 2009;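 active = inhibition above the mean of all tested compounds plus 3 SD, cutoff set per campaign, cut at about 30% in these data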;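 note: 0% = DMSO wells and 100% = unlabeled Bim-BH3 peptide competitor; inhibitors lower millipolarization by displacing the labeled peptide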
Target sequence (Q07817 whole entry, looked up): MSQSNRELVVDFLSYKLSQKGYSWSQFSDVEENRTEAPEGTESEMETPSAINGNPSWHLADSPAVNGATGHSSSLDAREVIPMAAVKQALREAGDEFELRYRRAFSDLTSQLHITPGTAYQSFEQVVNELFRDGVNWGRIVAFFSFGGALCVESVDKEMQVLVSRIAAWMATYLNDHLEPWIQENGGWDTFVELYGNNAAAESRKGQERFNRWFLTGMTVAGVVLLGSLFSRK
MCL1-BIM inh = inhibitors of MCL1 binding to BIM-BH3, primary screen, biochemical, fluorescence polarization. Induced myeloid leukemia cell differentiation protein Mcl-1 (Homo sapiens), Q07820. GST-MCL1 / FITC-Bim-BH3 fluorescence polarization. inhibition, % at 10.9 µM. actives 0.68% (n = 320,000). AID 2057, 2009;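 active = inhibition above the mean inhibition of all tested compounds plus 3 SD, set per campaign, cut at about 40% in these data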;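 note: 0% = DMSO wells and 100% = unlabeled Bim-BH3 peptide control; higher means more loss of mP so more displacement of Bim peptide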
Target sequence (Q07820 whole entry, looked up): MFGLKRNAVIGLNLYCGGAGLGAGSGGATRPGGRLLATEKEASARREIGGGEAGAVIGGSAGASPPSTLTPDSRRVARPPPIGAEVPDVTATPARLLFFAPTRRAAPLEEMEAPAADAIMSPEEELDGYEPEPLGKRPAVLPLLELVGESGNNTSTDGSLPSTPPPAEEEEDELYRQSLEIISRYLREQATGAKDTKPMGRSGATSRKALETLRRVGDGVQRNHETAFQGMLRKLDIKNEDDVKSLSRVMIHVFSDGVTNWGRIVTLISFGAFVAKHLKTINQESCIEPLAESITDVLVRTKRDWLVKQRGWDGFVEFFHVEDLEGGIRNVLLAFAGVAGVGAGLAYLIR
GRK2 inh = compounds blocking aptamer binding on GRK2 – biochemical, human GRK2, bead flow cytometry, HTS, primary screen; FAM-aptamer displacement from GRK2; actives 0.59% (n = 330,000); inhibition of aptamer binding, % at 10 µM; AID 488847, 2010; Beta-adrenergic receptor kinase 1 (Homo sapiens), P25098;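 active = inhibition of aptamer binding above 40%, roughly 3 SD of noise, on plates passing a quality check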;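 note: median bead fluorescence of bound FAM aptamer so fluorescent compounds give negative values; no value below 0 was filed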
Fam108B counter = mouse Fam108B serine hydrolase inhibitors, primary screen, counter-screen for RBBP9 inhibitor project, biochemical, fluorescence polarization; recombinant Fam108B, FP-Rh probe fluorescence polarization; inhibition, % at 9.51 µM; actives 0.33% (n = 300,000);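 active = inhibition above the screen mean inhibition plus 3 SD, computed separately per campaign, cut at about 18% in these data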;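 note: inhibitors lower polarization as less probe binds the enzyme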
* marks the source's active call; other numbers are inactive results; u = inconclusive; x = no result given; [ ] = another dose, or the depositor's remark.

SMILES	CIT2-GFP yeast	GLD-1 RNA inh	MEX-5 binding	AGP1 TOR yeast	VLA-4 inh	Bcl-xL primary	MCL1-BIM inh	GRK2 inh	Fam108B counter
COCCNS(=O)(=O)c1ccc(Cl)c(C(=O)NC2CCN(Cc3ccccc3)CC2)c1	86.7	1.8	-1.7	95.4	1.5	4.6	8.7	0.0	2.3
Cc1cc(=O)oc2c3c(cc(OCC(=O)NC4CC4)c12)OC(C)(C)CC3	98.0	-0.5	2.8	106.1	-2.8	2.2	4.5	0.0	-0.5
O=C(CNS(=O)(=O)c1ccc(Br)s1)NCC1COc2ccccc2O1 (centres undefined)	96.9	10.6	-0.8	101.6	3.2	-2.1	-2.7	1.0	0.7
O=C(CSc1nnc(-c2ccccc2)o1)NC1CC1	99.5	-3.8	2.3	112.0	7.0	3.9	3.6	3.0	3.2
N#CCCn1nc(-c2ccccc2)cc1-n1c(C(F)(F)F)nc2ccccc21	86.2	4.0	1.2	96.6	-6.9	-3.2	-7.1	4.0	-0.5
Cc1ccccc1N1CN(Cc2ccco2)CNC1=S	98.4	-5.1	x	97.0	11.8	1.7	10.3	0.0	-1.9
O=C(Nc1ccc(F)cc1)NC1CCCCCCC1	83.1	x	-0.5	u	7.6	x	x	0.0	x
O=S(=O)(Nc1cc(F)ccc1F)c1cccc2nsnc12	100.4	3.2	-2.8	99.5	-3.7	6.7	9.4	3.0	0.7
COc1ccc(OC)c(N/C(N)=N/c2nc(C)cc(C)n2)c1	98.8	-1.5	-0.7	106.9	2.2	3.9	-11.2	0.0	0.1
COC(=O)/C(=C\Nc1ccccc1)NC(=O)c1ccc(Cl)cc1Cl	80.7	6.6	1.0	86.8	11.7	1.2	-1.7	0.0	3.4
CC(C)(C)c1ccc(/C=C(\C#N)C(=O)NC2CC2)cc1	90.0	6.9	1.6	98.9	11.6	5.0	1.2	1.0	2.9
N#C[C@]1(S(=O)(=O)c2ccccc2)C[C@@H]2ON=C(c3cccc(Br)c3)[C@@H]2C1	94.8	-1.7	1.5	91.8	5.6	-0.8	3.2	0.0	-0.1
O=C(NNC(=O)c1cccnc1)c1ccncc1	109.2	1.9	2.1	102.1	6.8	3.5	2.4	0.0	-3.6
Cc1cc(C)cc(NC(=O)Nc2cc(S(=O)(=O)N(C)C)ccc2C)c1	92.0	3.4	1.4	102.5	19.4	3.4	6.3	3.0	-4.3
O=C1c2ccccc2C(=O)N1c1ccc(Cc2ccncc2)cc1	98.2	11.7	1.9	100.2	-3.4	-0.2	-0.8	2.0	1.7
CCOC(=O)c1ccc(NC(=O)CSc2nc3c(c(=O)n2C)SC(C)C3)cc1 (centres undefined)	106.9	6.1	-1.7	101.5	-31.0	7.2	5.2	0.0	8.8
COc1cc(NC(=O)CCCNC(=O)c2ccc(Cl)cc2)cc(OC)c1	100.2	-2.1	-2.7	102.0	-2.1	-0.8	-4.5	1.0	-0.6
CC(C)NC(=O)c1ccccc1-c1nc(-c2ccccc2Cl)no1	93.0	-0.6	-1.2	102.3	11.6	-0.4	-5.8	0.0	5.5
O=C(NCCCN1CCCC1=O)c1ccc(S(=O)(=O)Nc2cccc(C(F)(F)F)c2)cc1	81.0	8.1	-2.6	84.0	-4.5	2.8	7.1	0.0	0.5
Cc1cc(C)c2cccc(N)c2n1	94.1	0.9	1.2	95.0	13.8	3.4	-0.5	6.0	9.3
Cc1ccc(NC(=O)C2CC(=O)n3c(nc4ccccc43)N2)cc1C (centres undefined)	98.1	0.3	-1.0	106.3	-23.3	6.8	5.0	2.0	1.3
CC1=C(C(=O)Nc2ccccn2)C(c2ccc(Br)cc2)NC(=S)N1 (centres undefined)	102.4	0.4	-5.0	100.1	-18.9	4.1	4.1	0.0	-1.6
CC1c2cc3c(cc2CCN1S(=O)(=O)c1ccccc1)OCCCO3 (centres undefined)	90.4	-18.9	0.1	97.0	34.6	3.7	-4.0	1.0	-2.4
CCc1nnc2c(N(C)C)nc3ccccc3n12	101.7	1.7	-1.0	100.2	-3.2	5.3	8.0	0.0	-1.0
COCCNC(=O)C(=O)NCC1OCCCN1S(=O)(=O)c1cccs1 (centres undefined)	101.5	-3.0	-1.8	101.6	0.0	-2.0	4.3	0.0	7.5
Cc1nn(-c2ccccc2)c(C)c1-c1cc(C(=O)N/N=C/c2ccc(O)cc2)[nH]n1	104.5	-0.9	1.9	107.8	1.7	-1.4	8.2	4.0	3.3
CC(C)(C)OC(=O)NCCCC[C@H](NC(=O)c1[nH]cnc1C(=O)N[C@@H](Cc1ccccc1)C(=O)OCc1ccccc1)C(=O)OC(C)(C)C	101.8	7.5	x	99.9	5.6	x	x	2.0	x
S=C(Nc1cccc(Cl)c1Cl)NC1CCN(Cc2ccccc2)CC1	98.6	x	x	91.3	3.9	x	x	0.0	x
COc1ccc(OC)c(NC(=O)CNC(=O)Cn2cnc3ccccc3c2=O)c1	102.0	-3.8	1.5	100.0	3.5	5.0	1.7	0.0	-0.9
COc1ccc(CCNC(=O)CCS(=O)(=O)c2ccc3c(c2)NC(=O)CO3)cc1OC	110.4	-5.9	-3.3	108.3	19.1	3.5	-4.8	0.0	-2.5
CCCC(=O)Nc1nc2ccc3nc(C)sc3c2s1	102.1	3.7	2.2	101.9	7.1	2.1	0.8	1.0	2.2
Cc1cc(Cl)ccc1Oc1nccc(N(C)C)c1C#N	92.2	-0.6	1.3	98.3	5.0	0.2	1.6	0.0	2.9
CCCOc1ccc(/C=N/NC(=O)CSc2ccccn2)cc1OC	112.1	1.7	-1.3	118.2	1.9	5.2	2.0	2.0	-1.2
CCC(CC)NC(=O)c1ccccc1Oc1ccccc1	108.8	0.7	-0.6	102.6	-1.5	8.1	-1.2	2.0	2.5
COc1cc(NC(=O)c2ccccc2Cl)c(OC)cc1NC(=O)CN1CCCCC1	90.3	0.1	0.4	98.7	1.9	7.0	4.1	3.0	6.9
NS(=O)(=O)c1ccc(CNC(=O)c2ccc(NS(=O)(=O)c3cccs3)cc2)cc1	99.2	2.9	x	98.7	-16.1	x	x	1.0	x
CCOC(=O)C1(Cc2cccc(Cl)c2)CCCN(C(=O)C(C)(C)C)C1 (centres undefined)	92.9	3.8	-0.7	92.7	0.6	-0.1	-2.8	9.0	2.7
Cc1csc(SCC(=O)Nc2ccccc2)n1	91.2	1.6	-2.0	90.2	3.5	-2.3	-0.7	1.0	1.0
CCOc1cc([C@@H]2C[C@H]3CN(c4ccccc4)C(=O)[C@]34CCCN24)ccc1OC	98.3	-11.3	3.1	107.5	8.0	6.2	5.3	0.0	-2.0
COc1ccc(/C=N/n2cnc3c([nH]c4ccccc43)c2=O)cc1COc1ccccn1	99.3	4.1	-1.3	102.5	16.9	7.9	1.6	0.0	-1.7
O=[S@]1Oc2ccccc2-c2ccccc21	96.9	6.0	-0.2	105.8	2.6	7.9	-1.2	1.0	-2.7
COc1cc(C(=O)Nc2cccc3c2CCCC3)cc(OC)c1OC	109.1	4.7	2.0	97.3	0.4	2.0	-3.4	1.0	-3.6
Cc1ccc(NC(=O)CN(C)C(=O)CNC(=O)c2sc3ccccc3c2Cl)cc1	94.9	1.0	1.1	104.1	-0.3	2.7	-5.9	0.0	-4.7
O=C(N/N=C/c1ccc(-c2cccc(C(F)(F)F)c2)o1)c1ccccc1Br	102.6	-11.5	u	95.5	-66.4	-0.3	-18.9	0.0	-4.3
O=C(NC1CCCCC1)[C@@H]1CC=C[C@@H]2CCN(C3CCCCC3)C(=O)[C@@H]21	100.6	6.5	-3.9	99.1	-5.2	5.0	7.0	0.0	2.8
Cc1cnn(-c2cc(N/N=C/c3cccc(F)c3)ncn2)c1	97.6	-1.7	0.9	95.3	12.6	4.4	7.6	2.0	-19.4
CCOC(=O)c1c[nH]c(=O)c(Br)c1O	u	6.0	-2.7	13.8[may fluoresce violet]	-8.7	4.6	-3.4	0.0	2.1
Cc1cc2occ(CC(=O)N(C)CC(=O)Nc3ccccc3Br)c2cc1C	91.1	6.3	2.0	97.2	-4.4	-0.3	5.4	0.0	-0.9
COc1ccc(N2C(=O)CC(Sc3ncccc3C(=O)O)C2=O)cc1 (centres undefined)	95.7	2.6	-6.7	104.3	3.6	-0.5	-1.7	0.0	-1.8
CCOC(=O)C1(Cc2cccc(OC)c2)CCCN(Cc2cnn(C)c2)C1 (centres undefined)	103.5	1.6	0.6	101.5	14.5	1.8	0.8	0.0	3.5
CCC(C)(C)NC(=O)C(c1cccc(OC)c1OC)N(C(=O)CCC(=O)Nc1cc(C)on1)c1ccc2c(c1)OCCO2 (centres undefined)	110.8	-3.2	1.1	109.0	5.7	0.7	-0.4	4.0	2.4
CS(=O)(=O)N1CCN(CCN2C(=O)c3cccc4cccc(c34)C2=O)CC1	91.0	-8.6	0.7	95.2	2.0	6.5	12.2	3.0	1.6
O=C(COC(=O)c1ccccc1-n1cnnn1)c1ccc(F)c(F)c1	82.4	6.6	2.1	99.7	6.1	0.3	-0.9	6.0	0.3
NC(=O)c1nsc(C(=O)N(CC(=O)NC2CCCC2)Cc2ccc3c(c2)OCO3)c1N	91.8	1.7	3.4	100.8	8.7	2.5	7.3	4.0	-1.7
Cc1c(NC(=O)CSc2nnnn2-c2ccc(O)cc2)c(=O)n(-c2ccccc2)n1C	103.0	1.3	0.0	103.7	23.0	6.5	-0.2	5.0	4.1
CS/C(N)=N/S(=O)(=O)c1ccc(NC(C)=O)cc1	113.3	3.9	0.4	116.2	9.3	5.1	3.9	0.0	-5.4
C=CCNC(=O)CCCC(=O)NCC=C	89.9	7.6	-1.8	101.8	28.3	7.1	8.7	3.0	-2.5
O=C(NCCc1c[nH]c2ccccc12)/C(=C\c1cccs1)NC(=O)c1ccccc1	106.1	2.2	1.8	102.0	3.0	2.6	-2.7	2.0	0.6
COc1ccc(/C(O)=C2/C(=O)C(=O)N(CC3CCCO3)C2c2ccc(OC)c(OC)c2)cc1 (centres undefined)	100.4	-1.3	-2.4	105.2	-0.9	-1.9	-6.5	0.0	-5.1
O=C(CCC(=O)N(CC(=O)NC1CCCC1)Cc1cccs1)Nc1nccs1	95.9	0.6	-0.2	96.1	-2.9	3.0	2.5	0.0	2.7

Bioassay records: PubChem, several laboratories

Random draw from the library. Share with any hit: about 2.2%.
